Bioassay records: PubChem BioAssay, Sanford-Burnham Center for Chemical Genomics
SENP7 inh = SENP7 protease inhibitors, primary screen, biochemical, luminescence, uHTS | recombinant SENP7, Z-RLRGG-aminoluciferin luminescence, 40 min | inhibition, % at 5 µM | 330,000 tested, 1.5% active | AID 434973, 2010;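 active = inhibition above about 50% at the single test dose, limit read from the data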;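 note: plate controls were DMSO with enzyme for no effect and no enzyme buffer wells for full effect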
Target sequence (Q9BQF6 706-1050 limits assumed): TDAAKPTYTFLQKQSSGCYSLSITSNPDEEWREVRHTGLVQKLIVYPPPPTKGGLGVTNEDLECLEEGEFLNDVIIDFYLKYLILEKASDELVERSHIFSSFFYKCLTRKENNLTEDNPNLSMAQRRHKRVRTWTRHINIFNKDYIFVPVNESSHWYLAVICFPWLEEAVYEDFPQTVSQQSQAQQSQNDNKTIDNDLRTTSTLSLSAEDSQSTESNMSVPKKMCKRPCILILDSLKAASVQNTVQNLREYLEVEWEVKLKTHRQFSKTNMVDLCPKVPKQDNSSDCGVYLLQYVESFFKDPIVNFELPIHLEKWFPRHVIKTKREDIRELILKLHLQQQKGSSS
SENP8 block = SENP8 protease inhibitors, primary screen, biochemical, luminescence. Sentrin-specific protease 8 (Homo sapiens), Q96LD8. purified SENP8, Z-RLRGG-aminoluciferin cleavage. inhibition, % at 10 µM. 330,000 tested, 1.2% active
Target sequence (Q96LD8 whole entry, looked up): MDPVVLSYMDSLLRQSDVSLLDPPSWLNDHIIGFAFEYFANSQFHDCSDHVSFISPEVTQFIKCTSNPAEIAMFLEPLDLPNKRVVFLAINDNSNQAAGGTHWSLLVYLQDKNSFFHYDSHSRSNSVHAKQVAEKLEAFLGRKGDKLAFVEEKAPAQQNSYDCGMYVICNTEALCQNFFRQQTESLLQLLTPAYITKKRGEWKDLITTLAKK
Gli-Sufu block = Gli-Sufu pathway antagonists, primary screen, luciferase luminescence, Sufu-KO-LIGHT cells, uHTS; Sufu-KO-LIGHT fibroblasts, Gli luciferase reporter luminescence; inhibition, % at 5 µM; 340,000 tested, 0.74% active;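 active = inhibition above about 55%, limit read from the data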;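 note: 0% = DMSO-treated cells and 100% = wells with medium but no cells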
697 NFkB inh = inhibitors of PMA/ionomycin-induced NF-kB reporter, 697 cells, primary screen, B-cell NF-kB inhibitor project, cell-based, luminescence, uHTS; 697 B-cell NF-kB luciferase reporter, 16 h; inhibition, % at 4 µM; 330,000 tested, 0.33% active; AID 435022, 2010; in the data active = inhibition above about 35%
UBC13 inh = UBC13 polyubiquitin chain formation inhibitors, primary screen, biochemical, TR-FRET, uHTS; Ubiquitin-conjugating enzyme E2 N (Homo sapiens), P61088; inhibition, % at 20 µM; 330,000 tested, 0.47% active; AID 485273, 2010; in the data active = inhibition above about 45%, passing the limit was not always enough
Target sequence (P61088 whole entry, looked up): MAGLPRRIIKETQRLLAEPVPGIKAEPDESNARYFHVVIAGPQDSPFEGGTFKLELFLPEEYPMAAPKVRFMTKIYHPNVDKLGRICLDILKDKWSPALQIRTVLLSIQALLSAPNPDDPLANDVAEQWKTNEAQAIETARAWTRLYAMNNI
Jurkat NFkB inh = inhibitors of induced NF-kB luciferase reporter, primary screen, TCR NF-kB activation inhibitor project, cell-based, luminescence, uHTS | inhibition, % at 4 µM | Jurkat, PMA/ionomycin-induced NF-kB luciferase reporter | 330,000 tested, 0.53% active
Apaf1 inhib = inhibitors of human Apaf-1 apoptosome, primary screen, biochemical, DEVD-Rh110 fluorescence, uHTS; Apoptotic protease-activating factor 1 (Homo sapiens), O14727; reconstituted apoptosome caspase-3 activity; inhibition, % at 20 µM; 330,000 tested, 0.71% active; AID 489030, 2010; active = inhibition of at least 40% at 20 µM;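 note: plate controls were DMSO wells for no effect and DEVD-CHO caspase inhibitor wells for full effect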
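System: reconstituted apoptosome with Apaf-1, cytochrome c, caspase-9, procaspase-3, dATP; Signal: Rh110 fluorescence intensity; Schedule: 30 min compound preincubation, 50 min activation, room temperature; Reagent: cytochrome c trigger plus (Z-DEVD)2-Rh110 caspase-3 substrate.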
HKDC1 inhibitor = HKDC1 hexokinase inhibitors, primary screen, biochemical, fluorescence, uHTS; Q2TB90; recombinant HKDC1, G6PDH/diaphorase resazurin coupled fluorescence; inhibition, % at 20 µM; 340,000 tested, 0.16% active; AID 493160, 2011;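 active = inhibition above about 35% when tested at 20 µM, limit read from the data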;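 note: plate controls were DMSO wells with enzyme for no effect and DMSO wells lacking enzyme for full effect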
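Assay system: in-house recombinant HK5 (HKDC1) enzyme. Input: HKDC1 at 5 µg/mL. Medium: Tris pH 8.0 buffer with MgCl2, Tween-20, BSA, BME. Dosing: single 20 µM dose. Schedule: 90 min reaction incubation at room temperature, dark. Signal: resazurin-to-resorufin fluorescence via G6PDH and diaphorase coupling, 525/613 nm. Controls: DMSO-enzyme wells negative, buffer-substituted wells positive.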
An asterisk follows results filed as active. Cut-off read from the data, not from the text of the source, unless noted: active = inhibition above about 50%; inactive = the rest.

O=C(CCn1c(=O)oc2ccccc21)Nc1ccon1 was read as SENP7 inh -9.9, SENP8 block -8.3, Gli-Sufu block 0.5, 697 NFkB inh -13.0, UBC13 inh -0.5, Jurkat NFkB inh -2.5, Apaf1 inhib -13.4 and HKDC1 inhibitor -11.4.
Screening CCOc1ccc(CNC(=O)c2cc3oc4ccccc4c3n2C)cc1 returned SENP7 inh -1.1, SENP8 block 1.4, Gli-Sufu block 17.6, 697 NFkB inh -389.0, UBC13 inh 17.1, Jurkat NFkB inh -59.5, Apaf1 inhib 6.7 and HKDC1 inhibitor -3.8.
CS(=O)(=O)c1ccc(Cl)c(NC(=O)COC(=O)COc2ccc3c(c2)CCC3)c1 was read as SENP7 inh -7.7, SENP8 block -3.2, Gli-Sufu block 0.1, 697 NFkB inh -24.9, UBC13 inh -1.2, Jurkat NFkB inh -11.4, Apaf1 inhib 12.5 and HKDC1 inhibitor 1.6.
Cc1nc2ccc(NC(=O)N3CCCCC3)cc2nc1C was read as SENP7 inh 2.4, SENP8 block 1.6, Gli-Sufu block -82.1, 697 NFkB inh 18.7, UBC13 inh 2.1, Jurkat NFkB inh 7.4, Apaf1 inhib -2.2 and HKDC1 inhibitor -1.3.
Screening CCC(C)[C@H](NC(=O)C1CCN(C(=O)[C@H](Cc2ccccc2)NS(=O)(=O)c2ccc(C)cc2)CC1)C(=O)O (some centres not stated) returned SENP7 inh -4.4, SENP8 block -14.7, Gli-Sufu block 6.6, 697 NFkB inh -1.1, UBC13 inh -5.2, Jurkat NFkB inh 2.8, Apaf1 inhib -2.9 and HKDC1 inhibitor -4.5.
`O=C(NC(=O)c1ccccc1N1CCCCC1)Nc1ccc(Br)cc1` gave SENP7 inh -2.2, SENP8 block -4.2, Gli-Sufu block 3.1, 697 NFkB inh -12.9, UBC13 inh 2.9, Jurkat NFkB inh 40.8, Apaf1 inhib 3.2 and HKDC1 inhibitor 5.0.
`Cc1ccc(S(=O)(=O)Cc2ccc(C(=O)NCc3ccc4c(c3)OCO4)o2)cc1` gave SENP7 inh 1.6, SENP8 block 6.8, Gli-Sufu block 3.4, 697 NFkB inh 12.6, UBC13 inh 12.9, Jurkat NFkB inh 8.5, Apaf1 inhib 3.2 and HKDC1 inhibitor 0.5.
O=C1Cc2cc(S(=O)(=O)NCc3ccc(F)cc3)ccc2N1 was read as SENP7 inh 7.4, SENP8 block -5.9, Gli-Sufu block 5.1, 697 NFkB inh 10.4, UBC13 inh 3.6, Jurkat NFkB inh 6.6, Apaf1 inhib 9.1 and HKDC1 inhibitor 13.3.
`Cc1ccc(-c2c[n+](CC(=O)Nc3nc(-c4ccc(F)cc4)cs3)c3n2CCC3)cc1` gave SENP7 inh 2.3, SENP8 block -9.2, Gli-Sufu block 37.5, 697 NFkB inh -24.0, UBC13 inh 15.5, Jurkat NFkB inh -2.3, Apaf1 inhib 29.9 and HKDC1 inhibitor -5.4.
For O=C(NC1c2ccccc2-c2ccccc21)c1ccco1 the results were SENP7 inh -0.4, SENP8 block 3.7, Gli-Sufu block -12.4, 697 NFkB inh 10.0, UBC13 inh -0.3, Jurkat NFkB inh 7.3, Apaf1 inhib -4.5 and HKDC1 inhibitor -1.3.
`COc1ccc(N2CCN(C(=O)CNC(=O)Cc3ccc(Cl)cc3)CC2)cc1` gave SENP7 inh 0.3, SENP8 block 2.3, Gli-Sufu block -3.5, 697 NFkB inh 0.6, UBC13 inh -1.3, Jurkat NFkB inh 43.1, Apaf1 inhib 1.5 and HKDC1 inhibitor -8.8.
COc1ccc(-c2coc3cc4oc(=O)c(CC(=O)O)c(C)c4cc23)cc1 was read as SENP7 inh -10.3, SENP8 block -10.0, Gli-Sufu block 1.7, 697 NFkB inh 4.3, UBC13 inh -3.0, Jurkat NFkB inh -0.2, Apaf1 inhib 9.0 and HKDC1 inhibitor 26.3.
CCOC(=O)c1[nH]c(C)c(C(=O)NCc2ccc(OC)cc2)c1C was read as SENP7 inh -1.8, SENP8 block 6.7, Gli-Sufu block -7.5, 697 NFkB inh 14.8, UBC13 inh 3.5, Jurkat NFkB inh 4.1, Apaf1 inhib -6.8 and HKDC1 inhibitor -5.8.
Screening Cc1ccccc1CS(=O)(=O)Cc1ccc(C(=O)NCCc2ccccc2)o1 returned SENP7 inh 4.5, SENP8 block -4.8, Gli-Sufu block -4.9, 697 NFkB inh -19.5, UBC13 inh 2.7, Jurkat NFkB inh 10.5, Apaf1 inhib -3.5 and HKDC1 inhibitor 3.0.
`CCOC(=O)c1ccccc1NS(=O)(=O)c1c(C)nc2sccn2c1=O` gave SENP7 inh -2.0, SENP8 block 1.8, Gli-Sufu block 0.9, 697 NFkB inh -4.3, UBC13 inh -2.2, Jurkat NFkB inh 1.3, Apaf1 inhib 5.4 and HKDC1 inhibitor 0.2.
Screening CC(C)c1nc(SCC(=O)N2CCCC2)c2ccccc2n1 returned SENP7 inh 5.9, SENP8 block -3.3, Gli-Sufu block 31.6, 697 NFkB inh 6.5, UBC13 inh 0.8, Jurkat NFkB inh -2.6, Apaf1 inhib 7.2 and HKDC1 inhibitor -4.4.
`C/C(=N\NC(=O)c1c(-c2ccccc2Cl)noc1C)c1cccc(NC(=O)C(C)C)c1` gave SENP7 inh -11.6, SENP8 block 0.4, Gli-Sufu block 4.4, 697 NFkB inh 8.8, UBC13 inh -8.7, Jurkat NFkB inh -6.0, Apaf1 inhib 0.2 and HKDC1 inhibitor -8.6.
Screening CC(C)=N/N=c1\scc(C)n1Cc1ccco1 returned SENP7 inh -1.4, SENP8 block -1.2, Gli-Sufu block -10.6, 697 NFkB inh -3.5, UBC13 inh 5.9, Jurkat NFkB inh -2.5, Apaf1 inhib 1.2 and HKDC1 inhibitor -5.9.
CC(=O)c1cccc(OCC(=O)N(C)CC(=O)NCc2ccco2)c1 was read as SENP7 inh -4.6, SENP8 block -9.1, Gli-Sufu block -3.4, 697 NFkB inh 2.1, UBC13 inh -11.7, Jurkat NFkB inh -12.7, Apaf1 inhib -3.9 and HKDC1 inhibitor 9.0.
CC1(C)CC(=O)C2=C(C1)OC(/N=C/N1CCCC1)=C(C#N)C2c1ccccc1 (configuration not stated) was read as SENP7 inh -2.1, SENP8 block -0.7, Gli-Sufu block 3.6, 697 NFkB inh 14.0, UBC13 inh 1.7, Jurkat NFkB inh 2.7, Apaf1 inhib -8.3 and HKDC1 inhibitor -4.9.
`COc1ccc(N2CCN(C(=O)CCCn3c(=O)c4cccn4c4cccnc43)CC2)cc1` gave SENP7 inh 13.4, SENP8 block 0.3, Gli-Sufu block 37.1, 697 NFkB inh -26.3, UBC13 inh -7.6, Jurkat NFkB inh 2.6, Apaf1 inhib 11.1 and HKDC1 inhibitor -3.3.
Screening CCOc1cc(C(=O)Nc2cccc(C(C)=O)c2)ccc1OCC(=O)N1CCCCC1 returned SENP7 inh -4.0, SENP8 block -5.3, Gli-Sufu block 7.7, 697 NFkB inh 20.5, UBC13 inh 2.7, Jurkat NFkB inh 10.8, Apaf1 inhib -0.2 and HKDC1 inhibitor -2.6.
For Cc1ccc2oc(=O)cc(/C=C/c3ccccc3)c2c1 the results were SENP7 inh -7.6, SENP8 block -8.9, Gli-Sufu block -3.4, 697 NFkB inh -25.2, UBC13 inh -13.8, Jurkat NFkB inh -11.8, Apaf1 inhib 12.4 and HKDC1 inhibitor 14.4.
CCCCn1c(N)c(N(CCOC)C(=O)c2ccc(S(=O)(=O)N3CCCCCC3)cc2)c(=O)[nH]c1=O was read as SENP7 inh -7.5, SENP8 block 0.1, Gli-Sufu block -6.3, 697 NFkB inh 17.1, UBC13 inh -3.9, Jurkat NFkB inh 0.9, Apaf1 inhib -0.7 and HKDC1 inhibitor -7.2.
CCn1c(=O)c([N+](=O)[O-])c(NCCc2ccccc2)c2ccccc21 was read as SENP7 inh 1.1, SENP8 block -5.2, Gli-Sufu block 2.5, 697 NFkB inh -14.4, UBC13 inh 4.4, Jurkat NFkB inh 5.1, Apaf1 inhib 4.3 and HKDC1 inhibitor 1.3.
For CC1(C)C2CCC1(CS(=O)(=O)N1CCN(c3ccc(F)cc3)CC1)C(=O)C2 (configuration not stated) the results were SENP7 inh 1.4, SENP8 block 4.5, Gli-Sufu block 3.0, 697 NFkB inh -10.6, UBC13 inh 1.5, Jurkat NFkB inh -8.3, Apaf1 inhib -10.4 and HKDC1 inhibitor 0.0.
`CCN(CC)CCOC(=O)c1ccc(NC(=O)CCCN2C(=O)S/C(=C/c3ccc(OC)cc3)C2=S)cc1` gave SENP7 inh 1.4, SENP8 block -9.2, Gli-Sufu block 45.7, 697 NFkB inh 52.3*, UBC13 inh 22.5, Jurkat NFkB inh -13.0, Apaf1 inhib 44.1* and HKDC1 inhibitor 1.2.
CCOc1ccccc1NC(=O)CN1CCC(NC(=O)c2ccccc2C)CC1 was read as SENP7 inh 4.2, SENP8 block 2.1, Gli-Sufu block 5.8, 697 NFkB inh -14.4, UBC13 inh 36.8, Jurkat NFkB inh 2.3, Apaf1 inhib -4.9 and HKDC1 inhibitor -2.6.
Screening C=CCc1ccc(OCC(O)CN2CCc3ccccc3C2)c(OC)c1 (configuration not stated) returned SENP7 inh 4.6, SENP8 block -7.1, Gli-Sufu block 13.7, 697 NFkB inh -16.5, UBC13 inh 4.8, Jurkat NFkB inh -1.5, Apaf1 inhib -5.2 and HKDC1 inhibitor 1.8.
For O=C(COC(=O)c1cccc([N+](=O)[O-])c1)NCc1ccc2c(c1)OCO2 the results were SENP7 inh 7.6, SENP8 block 5.4, Gli-Sufu block -1.4, 697 NFkB inh 2.2, UBC13 inh 3.5, Jurkat NFkB inh -11.4, Apaf1 inhib 0.6 and HKDC1 inhibitor 12.4.
COc1cccc(NC(=O)N2CCCC2C(=O)NCc2ccccc2)c1 (configuration not stated) was read as SENP7 inh -0.8, SENP8 block -1.2, Gli-Sufu block -3.7, 697 NFkB inh 24.3, UBC13 inh -6.1, Jurkat NFkB inh 3.1, Apaf1 inhib -1.1 and HKDC1 inhibitor -6.8.
`S=C(Nc1ccc(Br)cc1Cl)NN1CCOCC1` gave SENP7 inh 3.0, SENP8 block -6.0, Gli-Sufu block -3.2, 697 NFkB inh 0.8, UBC13 inh -6.1, Jurkat NFkB inh 13.0, Apaf1 inhib 2.2 and HKDC1 inhibitor -7.0.

Three entries out of the list, sorted by formula weight, descending:
`COc1ccc(N2CCN(C(=O)CCCn3c(=O)c4cccn4c4cccnc43)CC2)cc1` gave SENP7 inh 13.4, SENP8 block 0.3, Gli-Sufu block 37.1, 697 NFkB inh -26.3, UBC13 inh -7.6, Jurkat NFkB inh 2.6, Apaf1 inhib 11.1 and HKDC1 inhibitor -3.3.
`Cc1ccc(-c2c[n+](CC(=O)Nc3nc(-c4ccc(F)cc4)cs3)c3n2CCC3)cc1` gave SENP7 inh 2.3, SENP8 block -9.2, Gli-Sufu block 37.5, 697 NFkB inh -24.0, UBC13 inh 15.5, Jurkat NFkB inh -2.3, Apaf1 inhib 29.9 and HKDC1 inhibitor -5.4.
For O=C(NC1c2ccccc2-c2ccccc21)c1ccco1 the results were SENP7 inh -0.4, SENP8 block 3.7, Gli-Sufu block -12.4, 697 NFkB inh 10.0, UBC13 inh -0.3, Jurkat NFkB inh 7.3, Apaf1 inhib -4.5 and HKDC1 inhibitor -1.3.
